PfHsp40 rescue: restores yeast growth despite PfHsp40 toxicity; hit rate 0.68% among 340,000; AID 504582; S. cerevisiae expressing PfHsp40, growth rescue, ATP luminescence; growth rescue, % at 12.5 µM; in the data active means growth rescue above about 28%, passing the limit was not always enough; inconclusive means no clear call, values can overlap the other calls;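 further: yeast W303a lacking pdr1 and pdr3 grown in galactose medium; growth measured after three days at 30 °C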
DUSP3 inh: inhibitors of human VHR1 phosphatase (DUSP3) | AID 1654 | inhibition, % at 13.3 µM | P51452 | recombinant VHR phosphatase, pNPP absorbance | hit rate 0.52% among 290,000; in the data active means inhibition above about 50%; further: some compounds called inactive have numbers as strong as hits
TcdB inh: inhibitors of Clostridioides difficile toxin B glycohydrolase; AID 652162; hit rate 0.24% among 350,000; TcdB glycohydrolase enzymatic assay, plate reader; inhibition, % at 9.99 µM; in the data active means inhibition above about 10%
Target sequence (P18177 whole entry, looked up): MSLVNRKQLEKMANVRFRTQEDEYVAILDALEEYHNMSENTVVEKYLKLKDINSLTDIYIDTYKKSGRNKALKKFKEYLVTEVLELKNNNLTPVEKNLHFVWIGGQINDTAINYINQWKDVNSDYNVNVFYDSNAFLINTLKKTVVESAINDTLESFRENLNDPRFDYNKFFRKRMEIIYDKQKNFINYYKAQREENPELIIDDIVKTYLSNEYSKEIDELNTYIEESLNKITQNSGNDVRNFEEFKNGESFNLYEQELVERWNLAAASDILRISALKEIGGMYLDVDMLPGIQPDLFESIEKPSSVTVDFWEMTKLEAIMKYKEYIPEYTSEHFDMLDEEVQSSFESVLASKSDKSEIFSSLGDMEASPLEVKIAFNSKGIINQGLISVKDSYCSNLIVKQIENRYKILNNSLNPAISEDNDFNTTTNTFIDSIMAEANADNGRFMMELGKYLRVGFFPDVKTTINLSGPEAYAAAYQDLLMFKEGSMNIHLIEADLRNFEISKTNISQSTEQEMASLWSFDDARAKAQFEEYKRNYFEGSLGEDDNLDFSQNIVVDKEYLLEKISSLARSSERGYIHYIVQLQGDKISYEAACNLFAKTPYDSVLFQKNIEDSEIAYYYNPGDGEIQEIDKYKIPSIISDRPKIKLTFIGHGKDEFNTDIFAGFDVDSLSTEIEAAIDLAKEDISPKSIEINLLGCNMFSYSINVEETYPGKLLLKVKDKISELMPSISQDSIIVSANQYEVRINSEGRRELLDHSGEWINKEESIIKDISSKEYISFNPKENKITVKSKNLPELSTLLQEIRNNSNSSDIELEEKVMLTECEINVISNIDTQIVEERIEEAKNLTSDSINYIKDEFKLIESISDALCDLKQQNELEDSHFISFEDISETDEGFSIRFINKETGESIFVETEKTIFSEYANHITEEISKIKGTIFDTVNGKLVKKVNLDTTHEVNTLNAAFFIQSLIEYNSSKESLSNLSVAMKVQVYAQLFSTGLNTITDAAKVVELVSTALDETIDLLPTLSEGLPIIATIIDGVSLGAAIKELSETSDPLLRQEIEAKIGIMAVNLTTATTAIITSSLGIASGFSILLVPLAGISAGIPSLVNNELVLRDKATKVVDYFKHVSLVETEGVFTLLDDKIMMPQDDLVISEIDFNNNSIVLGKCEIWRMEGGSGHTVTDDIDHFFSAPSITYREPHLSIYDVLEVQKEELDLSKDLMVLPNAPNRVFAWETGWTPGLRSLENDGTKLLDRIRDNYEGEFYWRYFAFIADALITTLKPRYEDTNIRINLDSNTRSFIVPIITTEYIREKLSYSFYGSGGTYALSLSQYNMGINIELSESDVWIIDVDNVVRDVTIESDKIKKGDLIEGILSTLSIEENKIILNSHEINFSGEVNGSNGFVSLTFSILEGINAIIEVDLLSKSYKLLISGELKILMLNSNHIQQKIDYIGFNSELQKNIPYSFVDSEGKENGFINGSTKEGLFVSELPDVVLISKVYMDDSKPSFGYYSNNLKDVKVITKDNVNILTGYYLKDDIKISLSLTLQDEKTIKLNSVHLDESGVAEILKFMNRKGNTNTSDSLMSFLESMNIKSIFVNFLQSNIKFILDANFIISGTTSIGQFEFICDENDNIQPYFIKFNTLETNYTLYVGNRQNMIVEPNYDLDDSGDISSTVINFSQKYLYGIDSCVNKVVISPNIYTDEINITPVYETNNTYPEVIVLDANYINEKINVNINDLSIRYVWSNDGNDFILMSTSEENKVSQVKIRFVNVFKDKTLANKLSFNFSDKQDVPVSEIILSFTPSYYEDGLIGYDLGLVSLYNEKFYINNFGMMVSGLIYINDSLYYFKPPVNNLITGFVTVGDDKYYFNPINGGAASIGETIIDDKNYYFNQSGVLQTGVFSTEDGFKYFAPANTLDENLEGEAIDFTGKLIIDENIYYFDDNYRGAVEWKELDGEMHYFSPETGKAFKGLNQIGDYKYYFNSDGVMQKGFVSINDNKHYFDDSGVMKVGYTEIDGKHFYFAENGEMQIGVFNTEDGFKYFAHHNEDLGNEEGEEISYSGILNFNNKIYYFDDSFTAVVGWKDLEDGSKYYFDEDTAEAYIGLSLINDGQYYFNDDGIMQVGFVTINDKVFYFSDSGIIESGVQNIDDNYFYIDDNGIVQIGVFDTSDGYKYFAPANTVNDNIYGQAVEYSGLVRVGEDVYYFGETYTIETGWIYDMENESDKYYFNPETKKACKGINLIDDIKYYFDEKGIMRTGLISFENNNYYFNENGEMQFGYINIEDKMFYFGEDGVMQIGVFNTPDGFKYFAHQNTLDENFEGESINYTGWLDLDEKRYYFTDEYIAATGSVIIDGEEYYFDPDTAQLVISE
Vc quorum ag: quorum light induction in luxS cqsA deficient V. cholerae; activation, % at 18.7 µM; hit rate 0.16% among 350,000; V. cholerae BH1578 lux reporter, luminescence, 6 h; in the data active means activation mostly above about 9.7%, no sharp cut-off; inconclusive means no clear call, values can overlap the other calls; inactive means mostly below about 3.7%; further: not every result past the cut was called active; inactives centre near 0; reference of the scale not given here
SARS 3CLpro inh: SARS-CoV 3CLpro protease inhibition; P0C6X7; recombinant SARS-CoV 3CLpro, quenched FRET peptide cleavage; inhibition, % at 6 µM; hit rate 0.14% among 290,000; AID 1706; in the data active means inhibition above about 12%
CCHF vOTU inh: blocks the CCHF virus ovarian tumor domain protease; CCHFV vOTU protease, Pep-AMC fluorescence; hit rate 0.55% among 370,000; inhibition, % at 11.5 µM; AID 651958; in the data active means inhibition above about 30%; further: 0% = vehicle wells with enzyme and 100% = no enzyme wells
BoNT A protease: BoNT A light chain protease inhibition | multiplex microsphere protease substrate cleavage, flow cytometry | inhibition, % at 10 µM | hit rate 0.17% among 360,000; further: plate controls were buffer without enzyme for full effect and enzyme alone for no effect
Y pestis TopoI: blocks Yersinia pestis topoisomerase I activity | Y. pestis Topo-I cleavage product accumulation, plate reader | activity, % at 10 µM | hit rate 0.064% among 360,000 | AID 504884; in the data active means activity above about 50%, passing the limit was not always enough; inconclusive means no clear call, values can overlap the other calls; further: inactives centre near 2
Anthrax LF inh2: anthrax lethal factor protease inhibition. P15917. multiplex microsphere protease cleavage assay, LF. inhibition, % at 10 µM. hit rate 0.12% among 360,000. AID 588501; further: plate controls were buffer without enzyme for full effect and enzyme alone for no effect
SSB-PriA inh: inhibitors of Klebsiella pneumoniae PriA binding to SSB C-terminal tail. AlphaScreen SSBct-PriA binding, biotinylated peptide. inhibition, % at 33 µM. hit rate 0.6% among 430,000; in the data active means inhibition mostly above about 37%, no sharp cut-off; inactive means mostly below about 20%;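 further: plate controls were negative control peptide for no effect and reference peptide for full effect; strong numbers were not always called active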
* marks the source's active call; other numbers are inactive results; i = inactive; ? = inconclusive; . = not tested or not shown. Unless noted, no stated cut-off is given here; in the data, active means inhibition above about 30%; inconclusive means no clear call, values can overlap the other calls; inactive means below that. These rows are one share of the data; rates above refer to the full screens.

canonical_smiles,PfHsp40 rescue,DUSP3 inh,TcdB inh,Vc quorum ag,SARS 3CLpro inh,CCHF vOTU inh,BoNT A protease,Y pestis TopoI,Anthrax LF inh2,SSB-PriA inh
CCCCNC(=S)N1CCN(c2nc3ccccc3s2)CC1,2.7,2,-0.1,-1.6,5,-4,-1.2,-1,4,-9
Cc1ccc(-c2cc(NC=O)c3ncc(-c4cccc(C(=O)N(C)C)c4)n3c2)cc1,.,.,1.7,-4.5,.,10,0.8,12,3,.
COc1ccc(C(=O)Nc2cccc(C(=O)O)c2)cc1S(=O)(=O)N1CCCC1,-0.7,23,4.3,-1.0,3,8,-0.3,5,-4,-4
CC(C)C[C@H]1CN([C@@H](Cc2ccc(O)cc2)CN2CCC[C@H]2CN2C(=O)C(=O)NC[C@@H]2Cc2ccccc2)C(=O)C(=O)N1CC1CCCCCC1,.,.,0.8,.,.,25,0.3,.,-1,.
COc1cccc(OC)c1C(=O)Nc1cccc(C(C)=O)c1,7.7,14,.,-0.3,0,-15,0.2,-6,0,-15
CCN(CC)C(=O)C(=O)N/N=C/c1cccc(Br)c1,-0.9,27,.,-0.1,-1,-3,-1.2,-3,-7,.
Cc1cccc(NC(=O)CCC(=O)Nc2nnc(C(F)(F)F)s2)c1,-1.0,23,-1.9,-0.4,2,-2,0.2,-11,1,-15
CC12CCC(C(=O)N3CCN(C(c4ccccc4)c4ccccc4)CC3)(OC1=O)C2(C)C (stereo unspecified),-0.1,22,.,-0.3,-1,-2,-2.0,10,-3,-3
CCCCCn1c(Sc2ncccn2)nc2c1c(=O)[nH]c(=O)n2C,-1.1,31,.,i,3,8,-0.9,19,-1,-12
CC(=O)c1c(C)[nH]c(C(=O)Nc2ccc(F)cc2F)c1C,-0.3,6,1.2,-0.5,1,8,-0.5,-4,-2,5
CSc1nsc(SC)c1C(=O)Nc1ccc(C)cc1,-1.0,6,.,0.8,2,1,-0.1,2,0,-18
CCOC(=O)CNC(=S)n1ncnc1N,-0.6,12,1.2,i,1,-3,-0.6,4,-1,-1
COC(=O)/C=C/C(=O)Nc1cccc(C(F)(F)F)c1,1.7,-5,1.2,-0.4,0,13,0.2,-4,4,-16
C/C=C/c1ccc(OCC(=O)Nc2cc(OC)c(OC)c(OC)c2)c(OC)c1,0.4,-19,2.1,i,5,13,0.6,-2,-4,-6
COc1cnn(C(C)(C)C)c(=O)c1Cl,-1.0,17,.,i,1,0,?,-3,-7,-12
COc1ccc(N2CCN(C(CNC(=O)C(C)(C)C)c3cccnc3)CC2)cc1 (stereo unspecified),1.1,20,1.0,i,0,-4,-1.3,-6,0,-1
Cc1nc(SCC#N)c2c(C)c(C)sc2n1,0.0,6,.,i,-8,-1,-1.1,-3,6,-10
NNC(=O)c1ccc(COc2ccc3ccccc3c2)o1,-0.1,20,-0.1,0.4,-2,-5,5.8,-4,6,2
CC(C#N)Sc1nc2ccccc2c(=O)n1-c1ccccc1 (stereo unspecified),-0.5,19,1.8,i,2,13,-0.4,-1,-3,-19
CC1CCCc2sc3nc(N4CCN(CCO)CC4)n4ncnc4c3c21 (stereo unspecified),-0.3,0,.,i,-4,3,-0.5,17,-5,-6
CC(C)/C=N/Nc1nc2c(c(=O)n(C)c(=O)n2C)n1C,-1.9,13,0.7,i,7,-8,?,-19,-8,i
CC(C)=C(NC(=O)c1ccccc1)C(=O)N1CCOCC1,-0.1,15,0.2,i,2,-14,0.6,8,2,-7
CCCCOc1ccc(C(=O)N/C(=C\c2cccc([N+](=O)[O-])c2)C(=O)OCc2ccco2)cc1,-1.6,-2,0.2,-0.3,5,-10,-0.2,-2,0,-5
CS(=O)(=O)N1CCC(C(=O)N2CCN(C(c3ccccc3)c3ccccc3)CC2)CC1,-2.4,-6,0.5,-0.9,1,-3,-1.7,5,3,3
O=C(NC(=S)Nc1ccc(S(=O)(=O)Nc2nccs2)cc1)c1ccccc1F,1.9,-23,1.4,2.0,-2,2,-0.1,3,-3,-3
COc1ccc(-n2ccc(-c3nn(-c4cccc(C(F)(F)F)c4)ccc3=O)n2)cc1,1.5,7,.,i,-2,12,0.6,3,-5,-13
Cc1cccc(-n2c(C)cc(/C=N/NC(=O)c3cccc([N+](=O)[O-])c3C)c2C)c1,-0.2,7,.,i,3,5,-0.5,11,0,.
COCCNc1nc2c(c(=O)n(C)c(=O)n2C)n1CCCc1ccccc1,.,.,1.1,5.0,.,-5,0.1,-2,-5,.
CCOC(=O)N(c1ccccc1)P1(=S)OCC(C)O1 (stereo unspecified),-1.1,10,0.1,i,2,-14,-1.1,3,0,-17
CCOc1ccc(Nc2cc3n(c(=O)n2)CCc2cc(OC)c(OC)cc2-3)cc1,0.7,.,0.2,i,-7,16,-1.2,2,-2,-16
Cc1ccc(/C=c2\sc3nc(-c4cccnc4)nn3c2=O)cc1,-0.6,34,.,-0.4,2,1,-1.3,7,-1,.
Cc1cc(C)c2c(CCl)cc(=O)oc2c1,-0.5,-4,0.6,-0.7,0,0,.,2,.,-4
CCOC(=O)C1(C)CCN1C(=O)c1ccc(Cl)nc1 (stereo unspecified),.,.,0.2,-0.4,.,2,0.2,4,0,.
CCCc1cc(=O)[nH]c(SCc2ccc(Cl)cc2)n1,1.4,49,.,i,-2,2,0.0,-7,-8,-9
CC(=O)Nc1cccc(OCC(=O)Nc2ccccc2)c1,1.5,33,.,i,5,0,0.2,11,-14,-10
CCCn1c2ccc(C)cc2c2nnc(SCCN3CCCCC3)nc21,-0.6,15,-1.3,i,2,5,5.6,14,-8,2
O=C(CCN1C(=O)c2ccccc2S1(=O)=O)Nc1ccc2c(c1)OCCO2,0.4,29,1.1,-1.8,6,0,-1.0,-2,0,2
CN(C)c1ccc(/C=N/n2c(-c3cccnc3)n[nH]c2=S)cc1,0.1,8,4.8,-0.1,2,7,-0.2,0,0,.
NC(=O)c1nsc(C(=O)N(CCCN2CCOCC2)C(C(=O)NC2CCCCC2)c2ccc(Cl)cc2)c1N (stereo unspecified),-0.6,-10,0.2,-0.1,-5,0,-1.2,-3,-3,-4
Cc1ccc(Cc2c(-c3ccccc3)nc3ccc(Cl)cn23)cc1,.,.,0.9,-0.5,.,-1,-0.1,?,-4,.
CCN(c1ccccc1)S(=O)(=O)c1ccc(C(=O)N2CCN(c3ccccc3)CC2)cc1,8.9,.,2.3,-3.3,.,2,-0.4,12,-8,8
O=C(CCC(=O)N1CCN(c2cccc(Cl)c2)CC1)N1CCN(c2ccccc2)CC1,2.8,30,0.2,i,3,-11,-3.3,15,-4,3
COc1cccc(C(C)(O)c2nc(-c3ccc(C)c(C)c3)cs2)c1 (stereo unspecified),.,.,0.0,0.5,.,2,0.0,17,-6,.
C/C(=N\NC(=S)NC1CCCCC1)c1cccc(Br)c1,-0.7,22,0.1,-0.3,1,3,-0.5,-9,-3,.
OC1C2CCC(C2)C1CN1CCOCC1 (stereo unspecified),-0.4,.,0.5,-1.8,.,-1,0.0,-1,-1,-13
NC(=O)N1CC(O)CC1C(=O)Nc1ccc(Cl)c(Cl)c1 (stereo unspecified),-1.4,.,.,-0.3,-1,3,0.2,0,-1,-1
Cc1ccc(C(=O)Oc2cc(C)n(C)c(=O)c2)cc1,-1.3,20,.,i,8,8,0.1,-3,-1,-3
C/C(=N\Nc1nc(C)cc(=O)[nH]1)C1CC1,-0.5,0,-4.4,i,-1,3,-0.7,1,-3,.
COC(=O)c1cc(OC)c(OC)cc1NC(=O)Cc1ccccc1[N+](=O)[O-],1.6,-11,.,-3.7,0,11,0.0,-2,0,12
CCCCS(=O)(=O)N1CCCC(C(=O)Oc2ccccc2)C1 (stereo unspecified),-0.5,15,2.5,-0.2,2,-11,-1.6,-10,-12,-11

2 records picked at random from those above, as already listed:
canonical_smiles,PfHsp40 rescue,DUSP3 inh,TcdB inh,Vc quorum ag,SARS 3CLpro inh,CCHF vOTU inh,BoNT A protease,Y pestis TopoI,Anthrax LF inh2,SSB-PriA inh
CC(=O)Nc1cccc(OCC(=O)Nc2ccccc2)c1,1.5,33,.,i,5,0,0.2,11,-14,-10
COCCNc1nc2c(c(=O)n(C)c(=O)n2C)n1CCCc1ccccc1,.,.,1.1,5.0,.,-5,0.1,-2,-5,.

Later entries
canonical_smiles,PfHsp40 rescue,DUSP3 inh,TcdB inh,Vc quorum ag,SARS 3CLpro inh,CCHF vOTU inh,BoNT A protease,Y pestis TopoI,Anthrax LF inh2,SSB-PriA inh
O=C(NC1CC1)c1ccccc1NC(=O)c1ccccc1OC(F)F,.,.,2.5,-1.3,.,-9,0.0,-1,-2,.
CN(C)/C=N/c1sc2c(c1C#N)CCCCC2,-0.1,39,1.2,-0.4,-4,8,-0.2,0,-2,.
COc1ccc(-c2c(-c3cc(OC)cc(OC)c3)n(C)c3ccc(-c4cnc(N)nc4)cc23)cc1,-1.2,.,0.6,i,.,1,0.2,0,2,-4
COc1ccccc1CN1C[C@@H]2C[C@@H](c3ccccc3OC)N3CCC[C@@]23C1=O,0.5,4,0.5,-0.4,2,-6,-2.8,19,-3,-6
CC(C)C(c1nnnn1CC1CCCO1)N1CCN(C2CCCC2)CC1 (stereo unspecified),-0.7,32,.,-0.6,4,0,0.2,-5,0,-1
c1ccc(CCc2nc(-c3ccccc3)no2)cc1,-1.4,-5,.,-0.5,-4,4,0.0,11,-7,-123
CCSc1nncn1/N=C/c1ccc(OC)c(OC)c1,1.1,20,.,-0.5,-5,6,0.4,-1,1,.
O=C(C1CC1)N1CCN(c2ccc([N+](=O)[O-])cc2-n2cccc2)CC1,-1.0,4,1.8,-0.3,4,4,0.1,9,0,-1
COc1ccc2oc(=O)c(-c3nc(C)cs3)cc2c1,1.7,21,.,4.0,1,-25,?,-1,7,-9
CC(=O)c1ccc(Nc2cc(C)nc3nc(C)nn23)cc1,-0.1,11,-0.5,-0.4,0,11,-0.8,-1,-8,-13
CC(=NCC1CCCO1)c1c(O)n(C2CCCCC2)c(=O)[nH]c1=O (stereo unspecified),-0.5,4,0.2,-0.5,-1,2,-0.4,2,-2,-2
CCc1cccc(CC)c1NC(=S)N(CCN(C)C)C(C)c1cccnc1 (stereo unspecified),0.4,4,0.7,-2.0,1,0,-0.8,8,-4,3
CCN(CC)S(=O)(=O)c1ccc(OC)c(NC(=O)c2cc(C)on2)c1,0.6,10,0.0,i,1,-2,-0.3,2,-3,8
CCN(CC(=O)NC1CCS(=O)(=O)C1)S(=O)(=O)c1ccc2ccccc2c1 (stereo unspecified),-0.3,4,0.3,0.2,0,9,-0.5,6,0,-8
CCOC(=O)N1CCN(S(=O)(=O)c2cc3c(cc2C)NC(=O)CO3)CC1,-1.3,15,.,-0.3,-4,-6,-0.5,-3,-9,-13
COc1ccccc1C1CCCN1Cc1nc(-c2cc3c(cc2Cl)OCO3)oc1C (stereo unspecified),-1.5,25,1.3,i,-2,-1,-0.8,0,-3,4
Cc1cccc(N(CC(=O)NC(C)C)C(=O)CCC(=O)Nc2ccccn2)c1,?,1,0.6,1.8,-1,-8,-1.7,3,-2,-7
COc1ccc(OC)c(Nc2nc(N)nc(CSc3nnc(N)s3)n2)c1,-1.3,10,2.0,i,-4,.,0.7,-10,-5,-21
CCOc1ccc(-c2nnc(SCc3nc4ccccc4[nH]3)n2N)cc1,0.1,7,.,3.0,3,6,-2.1,5,0,-2
CCOC(=O)c1ccc(N2C(=O)C3CC=C(C)CC3C2=O)cc1 (stereo unspecified),1.1,0,.,i,0,5,.,-4,.,-18
Cc1cc(C(=O)NC2Cc3ccccc3C2)c(C)o1,-0.8,27,1.3,-0.6,2,-8,-12,2,-8,-1
